# Screens as filed in PubChem.
# RNase H inhibition: RNase H inhibition, HIV 1 Gag Pol polyprotein, FRET biochemical assay, screening (AID 372); HIV-1 RT RNase H, FRET RNA/DNA substrate fluorescence; higher % means a stronger effect; one-dose inhibition, % at 10 µM; IC50 in µM for titrated hits; 100,000 compounds, 0.77% hits; in the data active = inhibition above about 50%
# * = called active by the depositor. The list is partial. The share of hits here may be higher or lower than overall.
SMILES,RNase H inhibition
CCC1=NN2C(=N)/C(=C/c3ccc(-c4ccc([N+](=O)[O-])cc4OC)o3)C(=O)N=C2S1,7.0%
COc1ccccc1NC(=O)c1c(F)cccc1Cl,5.0%
O=C(NCCCc1ccccc1)c1ccccc1,2.0%
O=C(c1ccc(F)cc1)N1CCN(c2cc(N3CCCCC3)c(F)cc2[N+](=O)[O-])CC1,5.0%
COc1cc(OC)c(OC)cc1/C=N/N(C)c1ccccc1,9.0%
O=C(NCCc1ccccc1)C(=O)Nc1nccs1,0.0%
O=[N+]([O-])c1ccc2oc(-c3ccccc3)nc2c1,24.0%
COc1ccc(C2/C(=C(\O)c3ccc(F)cc3)C(=O)C(=O)N2CCCCCC(=O)O)cc1OC (configuration not stated),0.0%
O=C(Nc1ccccc1)Nc1nnc(-c2ccc(Br)cc2)s1,0.0%
C=CCn1c(SCC(=O)N2CCCCC2)nc2sc3c(c2c1=O)CCCC3,15.0%
O=C(CSc1nc2ccccc2o1)c1cccc([N+](=O)[O-])c1,0.0%
O=C(CSc1ncccn1)N/N=C/c1ccccc1O,7.0%
COc1ccc(OCCCCn2ccnc2)cc1,2.0%
CC1=C(C(=O)Nc2cccc(Cl)c2)C(c2ccc(C)cc2)NC(=S)N1 (configuration not stated),15.0%
CCOC(=O)c1cc2c(nc1NC(=S)Nc1ccccc1)CC(C)(C)OC2,3.0%
C=CCOc1ccc(/C=C2/C(=O)NC(=O)N(c3ccccc3F)C2=O)cc1,7.0%
Cc1ccc(S(=O)(=O)/N=C(/NC(=S)N2CCOCC2)c2ccccc2)cc1,5.0%
Cc1cc2nc3s/c(=C\c4cc5c(cc4[N+](=O)[O-])OCO5)c(=O)n3c2cc1C,22.0%
Cc1ccc2nc(-c3ccc(-c4ccccc4)cc3)oc(=O)c2c1,7.0%
O=C(/C=C\NCC(=O)c1ccccc1)c1ccc(Cl)c(Cl)c1,11.0%
O=C1C2C(C(=O)N1/N=C/c1cccc3ccccc13)C1C=CC2C12CC2 (configuration not stated),6.0%
CCN(C1CCCCC1)S(=O)(=O)c1ccc(OC)cc1,15.0%
Cc1cc(Cl)ccc1OCCCC(=O)NO,3.0%
CCc1cc(C)cc(OCCOc2ccc(Br)cc2/C=C2\SC(N)=NC2=O)c1,34.0%
O=C(C(Cl)Cl)N1CCN(c2ccc([N+](=O)[O-])cc2)CC1,1.0%
SMILES,RNase H inhibition
CCC1CCCCN1C(=O)c1cnn2c(C(F)(F)F)cc(-c3ccc(C)cc3)nc12 (configuration not stated),42.0%
CC1=C(C(=O)OCC(C)C)C(c2cccc(F)c2)C2=C(CC(c3ccccc3)CC2=O)N1 (configuration not stated),6.0%
Cc1cc2c(c(=O)o1)C(c1ccc(C(C)C)cc1)C(C#N)=C(N)O2 (configuration not stated),9.0%
CCCCOc1ccc(C(=O)Nc2cc(-c3nc4ccccc4o3)ccc2OC)cc1,0.0%
O=C(NC(=S)NCc1ccccn1)c1ccc([N+](=O)[O-])cc1,4.0%
Cc1c(C(=O)NC(=S)Nc2cccc(-c3nc4ncccc4o3)c2)oc2ccccc12,0.0%
CC(=O)c1cc(-c2ccccc2)[nH]c1N1CCOCC1,0.0%
Cc1ccc(C(=O)NNC2=CC(=O)CC(C)(C)C2)cc1,1.0%
COc1ccc(N/C=C(/C#N)c2nc(-c3ccc(Br)cc3)cs2)cc1,12.0%
C=CCn1c(NC(=O)CC)c(C(=O)OCC)sc1=S,5.0%
COc1cc(/C=c2\sc3nc4ccccc4n3c2=O)cc(I)c1OCC(=O)O,3.0%
Cc1ccc(C(=O)Nc2ccc(C(C)C)cc2)cc1,2.0%
CCOC(=O)C1=C(C)NC(=S)NC1c1cc(C)ccc1C (configuration not stated),2.0%
CCNC(=O)CN(c1ccc(OC)cc1)S(=O)(=O)c1ccc(C)cc1,3.0%
CCC(=O)N(CCc1ccccc1)C1CC(=O)N(c2ccc(F)cc2)C1=O (configuration not stated),4.0%
CC1=CC(C)(C)N(C(=O)Nc2cccc([N+](=O)[O-])c2)c2ccccc21,15.0%
CC1CCCCC1NC(=O)/C(C#N)=C/c1ccc(OCC(=O)O)c(Br)c1 (configuration not stated),8.0%
CC(C)(C)c1[nH]nc2c1C(c1cccc(Cl)c1)C(C#N)=C(N)O2 (configuration not stated),18.0%
COC(=O)c1sc(NC(=O)C2CCCCC2)c(C#N)c1C,3.0%
CCC(Oc1ccccc1)C(=O)Nc1nccs1 (configuration not stated),0.0%
CC1=NN(C(=O)c2ccccc2Cl)C(O)(C(F)(F)F)C1 (configuration not stated),3.0%
CCOc1ccc2nc(NC(=O)c3ccc(OCC(C)C)cc3)sc2c1,9.0%
COc1ccc(-c2csc(Nc3ccc(S(N)(=O)=O)cc3)n2)cc1OC,13.0%
CCOc1ccccc1NC(=O)c1ccc(CN2CCc3ccccc3C2)cc1,3.0%
O=C1NC(=O)C(=Cc2ccccc2OCc2ccccc2F)C(=O)N1,4.0%

# 4 records picked at random from those above, as already listed:
SMILES,RNase H inhibition
O=[N+]([O-])c1ccc2oc(-c3ccccc3)nc2c1,24.0%
CCOc1ccccc1NC(=O)c1ccc(CN2CCc3ccccc3C2)cc1,3.0%
O=C1NC(=O)C(=Cc2ccccc2OCc2ccccc2F)C(=O)N1,4.0%
Cc1cc(Cl)ccc1OCCCC(=O)NO,3.0%

# (further entries)
SMILES,RNase H inhibition
COc1cccc(/C=C2\SC(=S)N(CCCC(=O)Nc3ccccc3C(F)(F)F)C2=O)c1,36.0%
CCOC(=O)C1=C(C)N=C2SCC(=O)N2C1c1ccc(C)cc1 (configuration not stated),10.0%
CN(C)C(=S)S/C=C/C(=O)c1ccccc1,15.0%
COC(=O)c1c(N)sc(C)c1-c1ccc(C(C)(C)C)cc1,30.0%
Cc1ccc(C(=O)Nc2ccccc2Br)c(Cl)c1,6.0%
O=c1[nH]c(=O)n(-c2ccccc2F)c(O)c1C=Nc1ccc(Cl)cc1,8.0%
O=C(CSc1ncn[nH]1)Nc1ccccc1Br,6.0%
Cc1ccc(S(=O)(=O)N(CC(=O)NCC2CCCO2)c2ccc(C)cc2C)cc1 (configuration not stated),5.0%
CC1(C)CC(=O)c2c(nc(SC3C=CCCC3)c(C#N)c2-c2ccccc2)C1 (configuration not stated),16.0%
O=C1C(=O)N(c2nccs2)C(c2ccc(Br)cc2)/C1=C(\O)c1ccc(Cl)cc1 (configuration not stated),3.0%
CCOc1ccccc1NC(=O)C1=C(C)NC(=S)NC1c1ccc(Br)c([N+](=O)[O-])c1 (configuration not stated),15.0%
COc1cc(/C=C2\C(=O)NC(=O)N(c3ccc(F)cc3)C2=O)ccc1OCC(=O)O,0.0%
CCOC(=O)C1=C(O)/C(=C/c2cc(C)n(-c3ccc(C)cc3C)c2C)N=C1C,22.0%
O=C(Cn1cc(Br)c(=O)n(CC(=O)Nc2ccccn2)c1=O)Nc1ccccn1,8.0%
CCc1ccc(-c2ncnn2-c2ccc(Cl)cc2)cc1,2.0%
COc1ccc(/C=C/C(=O)N2CCC(C)CC2)cc1,7.0%
COc1cc(/C=C2\SC(N)=NC2=O)cc(OC)c1OC,9.0%
O=C1C2C3C=CC(C3)C2C(=O)N1c1ccc(-c2cnc(-c3ccc(N4C(=O)C5C6C=CC(C6)C5C4=O)cc3)nc2)cc1 (configuration not stated),6.0%
CC1=CC(C)(C)N(C(=O)NC2CCCCC2)c2ccc(C)cc21,12.0%
Cc1ccc(N(CC(=O)NCCSCc2ccc(Br)cc2)S(=O)(=O)c2ccc(C)cc2)cc1,13.0%
CCOC(=O)C(=O)N1c2ccccc2C(C)(c2ccccc2)CC1(C)C (configuration not stated),17.0%
Cc1ccc(NC(=S)NC(=O)c2ccccc2I)cc1C,15.0%
CCOC(=O)c1cccc(NC(=O)c2cc(Cl)ccc2OC)c1,7.0%
CC(C)=C1C2CCC1C(C(=O)NCc1ccccc1)C2C(=O)O (configuration not stated),0.0%
N#C/C(=C\c1cccc(Br)c1)c1nn(-c2ccccc2)c(N)c1C#N,5.0%

# Some of these compounds in order of count of non-hydrogen atoms, lowest first:
SMILES,RNase H inhibition
Cc1ccc(C(=O)Nc2ccccc2Br)c(Cl)c1,6.0%
COc1ccc(/C=C/C(=O)N2CCC(C)CC2)cc1,7.0%
Cc1ccc(NC(=S)NC(=O)c2ccccc2I)cc1C,15.0%
N#C/C(=C\c1cccc(Br)c1)c1nn(-c2ccccc2)c(N)c1C#N,5.0%
CC1(C)CC(=O)c2c(nc(SC3C=CCCC3)c(C#N)c2-c2ccccc2)C1 (configuration not stated),16.0%
COc1cc(/C=C2\C(=O)NC(=O)N(c3ccc(F)cc3)C2=O)ccc1OCC(=O)O,0.0%

# Following part.
SMILES,RNase H inhibition
COc1ccc(N2C(=O)CC(Sc3ncccc3C(=O)O)C2=O)cc1 (configuration not stated),3.0%
Cn1c2ccc(Br)cc2c2nc3cc4ccccc4cc3nc21,9.0%
S=C(NCCN1CCOCC1)Nc1ccccc1,34.0%
C=CCOc1ccc(/C=N/NC(=O)CSc2nc(C)cc(C)n2)cc1,11.0%
CCCOc1ccc(C2C(C(=O)OC(C)CC)=C(C)NC3=C2C(=O)CC(c2ccc(OC)cc2)C3)cc1OC (configuration not stated),4.0%
C=CCn1c(CCCN2C(=O)c3cccc4cccc(c34)C2=O)nnc1SCC(=O)OCC,13.0%
COc1ccc(OC)c(NC(=O)COc2ccccc2C)c1,0.0%
COc1ccc(OC)c(S(=O)(=O)N2CCCCC2)c1,6.0%
Cc1cccc(C)c1OCC(O)CN1CCC(C)CC1 (configuration not stated),0.0%
COc1cccc(/C=C2/C(=O)NC(=S)N(c3cccc(Br)c3)C2=O)c1O,12.0%
Cc1ccc(NC(=O)c2cc(NC(=O)c3ccccc3)cc(NC(=O)c3ccccc3)c2)cc1,34.0%
O=C(Nc1cccc(C(F)(F)F)c1)c1ccc(OC2CSC2)cc1,16.0%
NC(N)=N/N=C/c1ccccc1OS(=O)(=O)c1ccccc1,0.0%
COC(=O)c1ccc(NC(=O)C2CC2(c2ccccc2)c2ccccc2)cc1 (configuration not stated),8.0%
O=C(COC(=O)C1CCCN1C(=O)Oc1ccccc1)c1ccccc1 (configuration not stated),0.0%
COC(=O)CNC(c1ccccc1)c1cc(Br)ccc1NC(=O)CN1CCOCC1 (configuration not stated),11.0%
CC(=C\C(=O)O)/C(=C/c1ccc2ccccc2n1)C(=O)O,8.0%
COc1ccc(NC(=O)COc2ccc(Br)cc2C(C)(C)C)c([N+](=O)[O-])c1,5.0%
Cc1c(N=Cc2ccc(Br)s2)cccc1[N+](=O)[O-],5.0%
CCOc1ccc(NC(=S)NC(=O)c2ccc(OC)c(OC)c2)cc1,27.0%
CCOc1ccc(S(=O)(=O)N(CC(=O)N/N=C/c2cccc([N+](=O)[O-])c2)c2ccc(C)cc2)cc1,6.0%
CCc1ccccc1NS(=O)(=O)c1ccc(OC)c(OC)c1,0.0%
O=C1NC(=Nc2cccnc2)S/C1=C\c1ccc(F)cc1,6.0%
O=C(N=NC(=O)c1ccccc1O)c1ccc(-n2c(O)c3ccccc3c2O)cc1,8.0%
COc1ccc(-c2csc(/C(C#N)=C/c3cccc(OCc4ccccc4)c3)n2)cc1OC,2.0%
SMILES,RNase H inhibition
Cc1ccc(-c2csc(NC(=O)C3CC4CCC3C4)n2)cc1 (configuration not stated),9.0%
CC(C)c1ccc(/C=N/NC(=O)C(=O)Nc2cccc(Cl)c2)cc1,3.0%
CCOC(=O)N/N=C(\C)Cc1ccc2c(c1)OCO2,21.0%
CCOC(=O)C1=C(O)/C(=C/c2ccc(O)cc2)SC1=Nc1cccc(Cl)c1,26.0%
Cc1cc(NC(=O)COC(=O)/C=C/c2ccc([N+](=O)[O-])cc2)no1,25.0%
CSc1nc2c(c(=O)[nH]1)C1(CCCC1)Cc1ccccc1-2,28.0%
O=C1C2C3C=CC(C4CC34)C2C(=O)N1N=Cc1ccccc1Cl (configuration not stated),0.0%
Cc1cc(OCC(=O)Nc2cc([N+](=O)[O-])ccc2Cl)ccc1Br,9.0%
Nc1cc(Cl)c(S(=O)(=O)N2CCOCC2)cc1S(=O)(=O)N1CCOCC1,0.0%
COc1cc(/C=C(\C#N)c2nc3ccccc3[nH]2)cc2c1OCO2,10.0%
O=C(Nc1ccc2oc(-c3ccccc3)nc2c1)c1ccccc1[N+](=O)[O-],16.0%
COc1ccc(C2CC(=O)C3=C(C2)NC(C)=C(C#N)C3c2ccc(N(C)C)cc2)cc1 (configuration not stated),24.0%
CC/C(Cc1ccccc1)=N\NC(=O)c1ccccc1,7.0%
O=C(Nc1ccc(I)cc1)c1ccc(I)cc1,5.0%
Brc1cccc(/C=N/Nc2ccccn2)c1,11.0%
COc1ccc(C2CC(=O)C3=C(C2)NC(C)=C(C(=O)OCc2ccccc2)C3c2cccc([N+](=O)[O-])c2)cc1 (configuration not stated),27.0%
CC1C(c2ccccc2)N(C)C(c2ccccc2)CC1(O)Cc1ccccc1 (configuration not stated),5.0%
O=C(c1nn2c(C(F)(F)F)cc(-c3ccco3)nc2c1Cl)N1CCCCC1,5.0%
Oc1c(/C=C2/C=Nc3ccccc32)sc(=S)n1-c1cccc(Cl)c1,20.0%
O=C(CCCN1C(=O)c2cccc3cccc(c23)C1=O)N1CCc2ccccc2C1,17.0%
COc1ccc(NC(=O)/C(=C\c2cc(OC)c(OC)cc2[N+](=O)[O-])NC(=O)c2ccccc2)cc1,8.0%
Cc1sc2nc(SCC(=O)NCCCN3CCOCC3)n(-c3ccccc3)c(=O)c2c1C,4.0%

# Molecules above with a furan ring, fused or not (3):
SMILES,RNase H inhibition
CCC1=NN2C(=N)/C(=C/c3ccc(-c4ccc([N+](=O)[O-])cc4OC)o3)C(=O)N=C2S1,7.0%
Cc1c(C(=O)NC(=S)Nc2cccc(-c3nc4ncccc4o3)c2)oc2ccccc12,0.0%
O=C(c1nn2c(C(F)(F)F)cc(-c3ccco3)nc2c1Cl)N1CCCCC1,5.0%
